WRN helicase inh: WRN helicase (human) inhibition; Q14191; WRN helicase unwinding, fluorescent forked duplex, kinetic; Potency, µM (titrated, usually from 114 µM), without a hit: top-dose activity change, negative = inhibition, hits mostly inhibitors; actives 0.46% (n = 360,000); AID 651768; note: potency is the fitted concentration of half-maximal effect; % is set by controls: 0 for no effect and ±100 for the full control effect; nearly all actives have a fitted effect of over 55% in size
Target sequence (Q14191 whole entry, looked up): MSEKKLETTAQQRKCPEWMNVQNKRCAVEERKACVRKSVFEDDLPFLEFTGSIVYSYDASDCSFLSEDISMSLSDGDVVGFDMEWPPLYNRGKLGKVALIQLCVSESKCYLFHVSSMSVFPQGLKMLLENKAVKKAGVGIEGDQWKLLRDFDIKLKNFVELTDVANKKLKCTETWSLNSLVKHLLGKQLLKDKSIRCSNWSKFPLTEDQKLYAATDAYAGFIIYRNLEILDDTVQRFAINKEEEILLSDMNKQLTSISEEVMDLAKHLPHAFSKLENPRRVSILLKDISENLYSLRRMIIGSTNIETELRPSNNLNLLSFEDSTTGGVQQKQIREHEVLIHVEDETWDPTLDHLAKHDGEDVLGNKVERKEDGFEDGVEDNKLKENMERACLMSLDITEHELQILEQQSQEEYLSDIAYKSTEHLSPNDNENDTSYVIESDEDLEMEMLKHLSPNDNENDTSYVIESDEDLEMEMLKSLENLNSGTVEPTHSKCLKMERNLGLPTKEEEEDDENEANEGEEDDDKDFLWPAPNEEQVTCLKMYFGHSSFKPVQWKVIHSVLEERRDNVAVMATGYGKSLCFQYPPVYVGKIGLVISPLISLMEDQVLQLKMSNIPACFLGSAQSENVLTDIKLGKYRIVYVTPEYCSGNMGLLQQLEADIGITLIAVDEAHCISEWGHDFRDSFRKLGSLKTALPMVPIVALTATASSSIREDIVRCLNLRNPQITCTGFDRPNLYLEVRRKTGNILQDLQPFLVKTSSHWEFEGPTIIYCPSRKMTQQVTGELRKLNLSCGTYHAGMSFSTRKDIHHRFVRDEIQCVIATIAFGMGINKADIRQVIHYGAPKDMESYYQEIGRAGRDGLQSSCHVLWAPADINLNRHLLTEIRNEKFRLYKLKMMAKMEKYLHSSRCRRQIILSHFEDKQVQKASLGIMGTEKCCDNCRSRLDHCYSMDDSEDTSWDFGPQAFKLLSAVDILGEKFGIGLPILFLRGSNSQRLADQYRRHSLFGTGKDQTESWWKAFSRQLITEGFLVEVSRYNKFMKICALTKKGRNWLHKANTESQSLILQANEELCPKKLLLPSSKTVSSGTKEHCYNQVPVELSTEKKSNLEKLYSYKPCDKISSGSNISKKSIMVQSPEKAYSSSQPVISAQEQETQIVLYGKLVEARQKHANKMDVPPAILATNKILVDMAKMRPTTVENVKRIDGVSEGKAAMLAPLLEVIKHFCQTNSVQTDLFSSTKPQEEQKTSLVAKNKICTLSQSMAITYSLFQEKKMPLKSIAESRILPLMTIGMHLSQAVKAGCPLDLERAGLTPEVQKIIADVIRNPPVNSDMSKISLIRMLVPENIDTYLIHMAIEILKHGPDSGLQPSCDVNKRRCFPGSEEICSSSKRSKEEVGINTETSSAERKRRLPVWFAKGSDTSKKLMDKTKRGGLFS
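Primary qHTS, 1536-well format. 20 nM WRN + compound, 15 min RT; start with 100 nM forked fluorophore/quencher duplex, 2 mM ATP (final); kinetic read ex 525/em 598 nm.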
EPAC2 agonist: activates human EPAC2 exchange factor; Q8WZA2; EPAC2 activation, biochemical qHTS; response scale: 100% = 6.5 mM cAMP response; Potency, µM (highest dose often 154 µM), for the others: at the highest dose activation, usual class: activators; actives 0.079% (n = 360,000); AID 720711; note: potency is the fitted concentration of half-maximal effect; nearly all actives have a fitted effect of over 50% in size
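Fluorescence exchange assay: 100 nM EPAC2 with 250 nM RAP1B-BODIPY-GDP and 50 uM GDP; compounds tested as a concentration-titration series (qHTS). Loss of Rap1-bound BODIPY-GDP fluorescence read at 480/540 nm; data normalized to 6.5 mM cAMP.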
IL-2 act: activators of IL-2; IL-2 activation reporter assay, cell-based qHTS; stimulated with anti-CD3/CD4/CD28 beads; in transgenic mouse T cells; activation, % (series mostly up to about 46 µM); actives 0.065% (n = 360,000); AID 652025; in the data active = activation above about 50%; inconclusive = mostly about 30% to 49%; note: 0% is about no effect
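Readout is EGFP and DsRed signal by fluorescent plate cytometry after 18 h at 37 degrees C. Transgenic mouse T cells (750/well) received compound for 60 min before bead stimulation (anti-CD3, anti-CD4, anti-CD28); memory T cells served as non-tolerant control.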
CCT modulator: modulators of cytosolic chaperonin (CCT/TRiC) activity; purified chaperonin ATPase assay, HTRF ADP detection, 30 min; activity change, % (no concentration beside the values), hits read low; actives 0.3% (n = 360,000); in the data active = activity change below about -30%; note: % is set by controls: 0 for no effect and ±100 for the full control effect
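ATPase activity: ADP formed was measured by HTRF Transcreener (665/615 nm ratio) after 30 min at 37 deg C with 10 uM ATP. Compounds screened at one 76 uM concentration against 40 or 20 nM TRiC in Tris pH 7.4/KCl/MgCl2/DTT buffer.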
EPAC1 antagonist: EPAC1 (human) antagonism; O95398; EPAC1 GEF assay, Rap1b-BODIPY-GDP exchange fluorescence; Potency, µM (top dose mostly 115 µM), without a hit: at the highest dose activity change, negative = inhibition, usual class: inhibitors; actives 0.14% (n = 360,000); AID 720709;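 note: potency is the fitted concentration of half-maximal effect; plate controls were vehicle for no effect and positive control for full effect; nearly all actives have a fitted effect of over 50% in size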
PI5P4Ka inh: PI5P4K alpha (human) kinase inhibition. actives 1.2% (n = 330,000). P48426. AID 652105. PI5P4Kalpha enzyme, ADP-Glo luminescence, 60 min; active compounds read low. max response, %; active = max response of -50% or lower; inconclusive = between -30% and -50%; inactive = -30% or higher; note: value at the top dose of about 77 µM; % is set by controls: 0 for no effect and ±100 for the full control effect
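ADP-Glo luminescence end-point after a 60 min room-temperature kinase reaction. PI5P4Kalpha and substrate in HEPES pH 7.4 buffer with EGTA, 0.1% CHAPS and 5% DMSO; ATP at 5 microM final.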
PLK1 PBD inh: inhibitors of human PLK1 polo-box domain binding. P53350. actives 2.8% (n = 360,000). Plk1 PBD binding of FITC phosphopeptide, fluorescence polarization. Potency, µM, for the others: max response, negative = inhibition, actives largely listed as inhibitors. AID 720504; note: potency is the fitted concentration of half-maximal effect; series mostly up to about 57 µM; % is set by controls: 0 for no effect and ±100 for the full control effect; nearly all actives have a fitted effect of over 65% in size
EPAC1 agonist: activates human EPAC1 exchange factor; O95398; EPAC1 agonist qHTS, biochemical assay; response scale: 100% = response to 6.5 mM cAMP; Potency, µM (doses to about 154 µM), inactives show at the highest dose activation, usual class: activators; actives 0.073% (n = 360,000); note: potency is the fitted concentration of half-maximal effect; nearly all actives have a fitted effect of over 60% in size
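Multi-concentration qHTS readout: loss of Rap1B-bound BODIPY-GDP fluorescence driven by 100 nM EPAC1 with excess GDP (50 uM), monitored kinetically at room temperature; agonist response expressed relative to 6.5 mM cAMP.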
* marks the source's active call; other numbers are inactive results; ? = inconclusive; · = not tested or not shown; & = joins results of further samples; [ ] = dose if it differs, or a comment. Unless noted, calls come from the whole dose curve; as a rule, active = well fitted curve in the direction sought with a large enough effect; inconclusive = small, poorly fitted or top-dose-only effect, or another doubt; inactive = no such curve, though single readings can be large; an effect the other way counts as inactive or inconclusive.

SMILES	WRN helicase inh	EPAC2 agonist	IL-2 act	CCT modulator	EPAC1 antagonist	PI5P4Ka inh	PLK1 PBD inh	EPAC1 agonist
Cc1ccn2c(CN3CCOCC3)c(-c3ccccc3)nc2c1	8%	5%	0.0	0.4	-7%	0	-17%	-22%
CCCCn1nc(C(=O)N(C)CC(=O)Nc2cccc(F)c2)c2ccccc2c1=O	13%	3%	-4.8	1.2	11%	-6	-3%	3%
CC1(C(=O)NS(=O)(=O)c2cccc(F)c2)CCN1C(=O)C/C=C/c1ccccc1 (stereo unspecified)	-3%	5%	-0.6	-0.1	-5%	6	-14%	5%
CCN(C(=O)COc1ccc(N(C)S(=O)(=O)c2ccc(NC(C)=O)cc2)cc1)C1CCCCC1	-5%	0%	-0.2	0.6	-18%	-7	10%	-11%
COCC1CCN(C(=O)C2CCC(=O)N(CC3CCCCC3)C2)CC1 (stereo unspecified)	4%	-4%	-1.5	-0.3	11%	-2	-3%	-2%
O=C(NC1CCS(=O)(=O)C1)c1cccc(S(=O)(=O)N2CCCC2)c1 (stereo unspecified)	4%	1%	-0.8	-3.4	2%	2	-12%	9%
O=C(NC(=S)Nc1nc(-c2ccc(Cl)cc2)cs1)c1cccs1	10%	-4%	-1.1	0.5	2%	0	11µM*	6%
O=C(CN1C2CCCC1CC(NC(=O)C1CCCCC1)C2)NCc1ccc(F)cc1 (stereo unspecified)	-7%	7%	-0.3	2.7	-1%	-3	3%	5%
C#CCOc1c(Cl)cc(C2C3=C(CCCC3=O)N(CC(=O)O)C3=C2C(=O)CCC3)cc1OC	3%[57.1 µM]	3%	0.7	-0.9	6%	3	4%	4%
O=C(NCCc1c[nH]c2ccccc12)C(=O)NCC1OCCN1S(=O)(=O)c1ccc(Cl)cc1 (stereo unspecified)	2%	12%	-1.7	-1.6	0%	-4	1%	-7%
CCCCc1nc2cc(C(=O)N3CCN(c4nc(C)cnc4C)CC3)ccc2o1	-4%	5%	-2.8	-2.1	-9%	4	-12%	1%
O=c1nc(N2CCCCC2)nc2n1CCO2	0%	2%	-4.5	0.4	-7%	-3	0%	0%

In another format: results already given.
canonical_smiles | WRN helicase inh | EPAC2 agonist | IL-2 act | CCT modulator | EPAC1 antagonist | PI5P4Ka inh | PLK1 PBD inh | EPAC1 agonist
CCCCn1nc(C(=O)N(C)CC(=O)Nc2cccc(F)c2)c2ccccc2c1=O | 13% | 3% | -4.8 | 1.2 | 11% | -6 | -3% | 3%
CC1(C(=O)NS(=O)(=O)c2cccc(F)c2)CCN1C(=O)C/C=C/c1ccccc1 (stereo unspecified) | -3% | 5% | -0.6 | -0.1 | -5% | 6 | -14% | 5%
CCN(C(=O)COc1ccc(N(C)S(=O)(=O)c2ccc(NC(C)=O)cc2)cc1)C1CCCCC1 | -5% | 0% | -0.2 | 0.6 | -18% | -7 | 10% | -11%
COCC1CCN(C(=O)C2CCC(=O)N(CC3CCCCC3)C2)CC1 (stereo unspecified) | 4% | -4% | -1.5 | -0.3 | 11% | -2 | -3% | -2%
O=C(NC1CCS(=O)(=O)C1)c1cccc(S(=O)(=O)N2CCCC2)c1 (stereo unspecified) | 4% | 1% | -0.8 | -3.4 | 2% | 2 | -12% | 9%
O=C(NC(=S)Nc1nc(-c2ccc(Cl)cc2)cs1)c1cccs1 | 10% | -4% | -1.1 | 0.5 | 2% | 0 | 11µM* | 6%
O=C(CN1C2CCCC1CC(NC(=O)C1CCCCC1)C2)NCc1ccc(F)cc1 (stereo unspecified) | -7% | 7% | -0.3 | 2.7 | -1% | -3 | 3% | 5%
C#CCOc1c(Cl)cc(C2C3=C(CCCC3=O)N(CC(=O)O)C3=C2C(=O)CCC3)cc1OC | 3%[57.1 µM] | 3% | 0.7 | -0.9 | 6% | 3 | 4% | 4%
O=C(NCCc1c[nH]c2ccccc12)C(=O)NCC1OCCN1S(=O)(=O)c1ccc(Cl)cc1 (stereo unspecified) | 2% | 12% | -1.7 | -1.6 | 0% | -4 | 1% | -7%
CCCCc1nc2cc(C(=O)N3CCN(c4nc(C)cnc4C)CC3)ccc2o1 | -4% | 5% | -2.8 | -2.1 | -9% | 4 | -12% | 1%
O=c1nc(N2CCCCC2)nc2n1CCO2 | 0% | 2% | -4.5 | 0.4 | -7% | -3 | 0% | 0%

The listing continues.
SMILES	WRN helicase inh	EPAC2 agonist	IL-2 act	CCT modulator	EPAC1 antagonist	PI5P4Ka inh	PLK1 PBD inh	EPAC1 agonist
CCc1ccc(S(=O)(=O)NCCc2cn3ccc(C)cc3n2)s1	-1%	2%	0.9	1.1	0%	-1	-1%	11%
CS(=O)(=O)c1ccc(Cl)c(NC(=O)c2cc(=O)[nH]c3ccc(S(=O)(=O)N4CCOCC4)cc23)c1	-12%	3%	-0.9	0.1	9%	-8	0%	-2%
COc1ccc(C2=Nc3ccccc3N(C(=O)c3ccc4ncccc4c3)C2C(=O)NC2CCCC2)cc1 (stereo unspecified)	-10%	8%	3.6	·	-7%	3	-4%	7%
CC(=O)Nc1ccc(NS(=O)(=O)c2cc(Cl)sc2Cl)cc1	-5%	17%	-0.4	0.2	-15%	-3	-8%	3%
CCOC(=O)CCC(NC(=O)CCCC(=O)NC(CCC(=O)OCC)C(=O)OCC)C(=O)OCC (stereo unspecified)	-24%	-7%	-0.1	0.1	2%	10	-6%	7%
N#CC(C#N)=C1C=CC=CN1/C(=C\c1ccccc1Cl)C(=O)c1ccccc1	50µM*	8%	-0.7	-3.4	-17%	-21	1.7µM*	22%
Cc1ccc(NC(=O)CN(C)Cc2nc3c(Br)cc(Br)cc3c(=O)[nH]2)cc1	-8%	6%	-0.4	-2.7	-14%	-23	-1%	4%
O=C(NCc1nc2ccccc2[nH]1)C1=C[C@H](c2ccc3c(c2)OCO3)C[C@H](OCCCCO)O1	0%	11%	0.0	1.3	-5%	0	-11%	6%
Cc1cccc(Cn2nc(C(C)(C)C)cc2C(=O)N2CCOCC2)c1	4%	-2%	-2.6	-0.7	6%	4	6%	-12%
O=C(CC1C(=O)NCCN1Cc1cccc(C(F)(F)F)c1)NCCc1cnccn1 (stereo unspecified)	-35%	0%	-1.9	-3.2	5%	8	-14%	0%
CCOC(=O)C1=CCN(S(=O)(=O)c2ccc(F)cc2)C1c1cccc(Cl)c1 (stereo unspecified)	-5%	18%	-0.5	1.2	-11%	-2	?	9%
CCOC(=O)c1cccnc1SCc1cc(=O)n2ccccc2n1	-3%	6%	-2.0	-2.9	3%	·	-14%	9%
CCN(CC)C(=O)CC(c1cc(OC)c(OC)c(OC)c1)c1c(O)cc(OC)cc1OC (stereo unspecified)	2%	10%	-0.1	-1.5	-8%	0	-4%	-1%
Cc1occc1-c1n[nH]c(=S)n1C	6%[57.1 µM]	6%	0.4	1.4	-25%	-7	?	-8%
COC(=O)C(Cc1ccccc1)NC(=O)CCC(=O)NC(C)CCc1ccccc1 (stereo unspecified)	8%	-4%	-3.2	1.2	0%	0	-2%	-10%
OC1CCCN(CC(O)c2ccccc2)C1 (stereo unspecified)	4%	-5%	0.1	0.4	-15%	4	-14%	-1%
NC(=O)/C(=C\c1ccncc1)c1cccc2ccccc12	6%	-3%	1.2	0.4	9%	-12	1%	-7%
O=C(C1CCCN(C2CC(=O)N(c3ccc(Cl)cc3)C2=O)C1)N1CCCC1 (stereo unspecified)	-22%	13%	-0.8	-3.1	-9%	1	-7%	9%
CCCCCC(=O)N1CCN(CCN=CC2=C(O)CC(c3cccs3)CC2=O)CC1 (stereo unspecified)	-4%&-4%	1%&6%	-2.3&-0.2	-1.9&-3.5	-3%&-1%	5	2%&0%	-2%&4%
CCOc1ccc(NS(=O)(=O)c2ccc(NC(=O)[C@@H]3CCCC[C@@H]3C(=O)O)cc2)cc1	-6%	4%	-2.1	-3.4	8%	-5	-9%	2%
COC(=O)/C=c1/sc2n(c1=O)CCN=2	7%	3%	-3.8	-0.1	-5%	-1	1%	0%
CN(C)S(=O)(=O)n1cc(/C=C(\NC(=O)c2ccccc2F)C(=O)N2CCCCC2)c2ccccc21	8%	6%	-1.0	-2.0	5%	2	1%	3%
COc1cccc(-c2c(NC(=O)c3ccco3)oc3ccccc3c2=O)c1	-10%	3%	-0.3	-1.1	3%	-1	6%	5%
O=C(COC(=O)c1ccc(Cl)nc1)Nc1ccc2c(c1)CCC2	-17%	1%	-0.4	0.4	15%	1	-4%	0%
Cc1ccc(NC(=O)C(=O)NCCCN2CCCC2=O)cc1	-9%	7%	-0.2	0.8	?	6	-8%	-2%
O=C(COC(=O)c1ccco1)NCc1ccc2c(c1)OCO2	-2%	9%	1.1	-1.1	6%	0	1%	0%
OC1(c2ccc(Cl)cc2)CN(c2ccccc2)C2=[N+]1CCS2 (stereo unspecified)	-2%	19%	2.9	-0.9	6%	14	-3%	10%
CCCCOC(=O)c1ccc(NC(=O)COC(=O)CN2C(=O)NC3(CCCC3)C2=O)cc1	-6%	-7%	-1.2	-1.3	-9%	5	-3%	-8%
O=C1NC(c2ccco2)Nc2sc3c(c21)CCN(Cc1ccccc1)C3 (stereo unspecified)	-15%	9%	0.1	-0.2	-1%	-15	-12%	22%
COC(=O)c1c(NC(=O)CN2CCN(c3ncccn3)CC2)sc(C(N)=O)c1C	0%[11.6 µM]	9%	-0.5	-0.9	-1%	-20	-8%	7%
CCCCN(CC)CCNC(=O)c1cn(CCOC)c(=O)c2c1c1ccccc1n2C	-2%	3%	-0.2	-0.8	11%	-7	-3%	4%
CC(C)(C)C(=O)NC(=S)NNC(=O)c1sc2ccccc2c1Cl	-2%	-17%	-0.3	-1.1	4%	-21	-24%	-18%
COc1ccc(C(=O)Nn2c(SCc3ccc([N+](=O)[O-])cc3)nc3ccccc3c2=O)cc1	-19%	20%	0.0	0.7	0%	2	-3%	11%
Cc1c(Cl)cccc1NC(=S)NC1CCCC1	-16%	7%	-0.5	1.2	3%	-5	-4%	1%
CCOC(=O)C(C)Oc1ncnc2cccc(F)c12 (stereo unspecified)	-18%[57.1 µM]	2%	-2.1	-2.2	-1%	6	-5%	6%
CCN1CCN(c2nc(N)c([N+](=O)[O-])c(Nc3cccc(C)c3)n2)CC1	-3%	-2%	0.4	-0.7	2%	12	-12%	3%
CCCSc1nnc(NC(=O)Nc2ccc(C)cc2)s1	-8%	0%	0.9	-1.4	-5%	1	1%	7%
Cc1ccc(C(=O)NCCC(=O)N2CCOCC2)cc1	4%	6%	0.0	-4.4	-1%	6	2%	3%
CC(=O)N1CCN(c2ccccc2NC(=O)c2ccc(-c3cccc([N+](=O)[O-])c3)o2)CC1	6%	3%	-0.8	0.7	2%	-6	-5%	6%

Source: PubChem BioAssay

Only part of the results is shown; the hit share may differ from the screen's.
